Screens from PubChem BioAssay.
AmpC inh det: inhibitors of E. coli AmpC beta-lactamase with detergent; purified AmpC, nitrocefin hydrolysis with detergent; actives 0.09% (n = 71,000); AID 584; P00811; Potency, µM (doses to about 28.7 µM), without a hit: top-dose activity change, negative = inhibition; active = well fitted curve in the direction sought with a large enough effect
Target sequence (P00811 whole entry, looked up): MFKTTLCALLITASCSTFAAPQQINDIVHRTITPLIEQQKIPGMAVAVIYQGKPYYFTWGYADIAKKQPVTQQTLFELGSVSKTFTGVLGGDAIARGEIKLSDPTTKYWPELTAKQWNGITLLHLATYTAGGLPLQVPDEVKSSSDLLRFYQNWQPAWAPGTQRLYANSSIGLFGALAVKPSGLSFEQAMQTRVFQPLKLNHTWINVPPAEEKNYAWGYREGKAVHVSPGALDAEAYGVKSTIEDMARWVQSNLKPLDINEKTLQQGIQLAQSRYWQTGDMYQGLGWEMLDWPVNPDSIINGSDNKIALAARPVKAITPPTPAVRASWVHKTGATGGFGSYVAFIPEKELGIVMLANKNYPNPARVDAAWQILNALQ
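E. coli AmpC (5.3 nM) in 20 mM phosphate pH 7.0 with 0.01% Triton X-100, preincubated 15 min RT with compound; nitrocefin (2 uL of 800 uM stock) hydrolysis followed by 480 nm absorbance every 20 s over 4 min.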
* = called active by the depositor; [ ] = remark or other dose. % is scaled to controls: 0 for no effect and ±100 for the full control effect; potency is read from the fitted curve at half-maximal effect.

SMILES	AmpC inh det
N=c1nc(N)nc(N)n1-c1ccc(S(N)(=O)=O)cc1	-4%[5.75 µM]
CCN(CC)CCc1c(C)[nH]c(C(=O)OCc2ccccc2)c1C	-1%
c1ccc(N2CC[C@@]3(CCCNC3)C2)cc1	4%
CC(=O)Nc1ccc(OC/C=C(\C)Cl)cc1	4%
CCCS(=O)(=O)N1CCCC(C(=O)NCCN(Cc2ccccc2)C(C)C)C1 (configuration not stated)	-3%
CN(C)C(=O)c1ccc(-c2cncnc2NCc2cccs2)cc1	4%
O=C(CS(=O)CC(=O)Nc1ccc(Cl)cc1)NCC1OCCc2ccccc21 (configuration not stated)	8%
CCOC(=O)CC(=O)CSc1nc(C)cc(-c2cccnc2)c1C#N	-5%
Nc1ncnc2c1ncn2CCN1CCCCC1	-3%
CCCC(=O)Nc1cccn(Cc2ccccc2Br)c1=O	1%
Cc1cccc(C)c1OCC(=O)Nc1ncn[nH]1	-4%
CCC1Oc2ccccc2N(CC(=O)NCCCN2CCOCC2)C1=O (configuration not stated)	3%
Clc1cccc(CSc2nnc(-c3cccnc3)n2Cc2ccco2)c1	-3%
Oc1c(Cl)cc(Cl)c2c1NCCC2	-2%
CCSc1nc(C)c(CC)c(C)c1C(N)=O	-2%
CC1(C)Cn2c(nnc2-c2ccccc2)S1	-1%
CCn1c(SCC(=O)Nc2nc3ccc(OC)cc3s2)nc2c1c(=O)n(C)c(=O)n2C	-8%
Cc1ncsc1CCCl	5%
CCNc1ncc2nc(-c3ccccc3)c(=O)n(CCC#N)c2n1	1%
O=C(CSCC(=O)N1CCOCC1)Nc1ccccc1	-2%
CCOC(=O)C1CCN(S(=O)(=O)c2ccc(Br)c(OCC)c2)CC1	-1%
Cc1ccc(NC(=O)COC(=O)c2ccnn2C)cc1	7%
NC12CC3CC(C1)CC(CO)(C3)O2	0%
CCCNS(=O)(=O)c1ccc(CCC(=O)Nc2ccc3c(c2)OCO3)cc1	11%
CC1=NN(c2ccccc2)C(=O)[C@@H]1N=Nc1ccc(S(N)(=O)=O)cc1	-5%[5.75 µM]
Cc1ccc2c(CC(=O)N3CCc4ccccc43)coc2c1	-1%
Cn1c(SCC(=O)N2CCCc3ccccc32)nnc1-c1cccs1	-4%
COC(=O)C1=C(C)N=C2SCCC(=O)N2C1c1cccs1 (configuration not stated)	-1%
Cc1cccc(N2CCN(C(=O)c3ccncc3)CC2C)c1 (configuration not stated)	0%
O=C(c1noc2c1CCCC2)N1CCCCC1	-2%
Cc1cc(NC(=O)CSc2nc3cc4c(cc3c(=O)n2CCc2ccccc2)OCO4)no1	7%
NCC(=O)N[C@H](CO)C(=O)O	-5%[5.75 µM]
CCCCC(=O)Nc1ccc(C(=O)N2CCN(C)CC2)cc1	-2%
O=C1C(=O)N(CCO)C(c2cccc(F)c2)/C1=C(\O)c1ccc(Cl)cc1 (configuration not stated)	-1%
CCc1nc2scc(-c3ccccc3)c2c(=O)n1N	15%
O=C(O)CC1SC(=O)N(Cc2ccccc2)C1=O (configuration not stated)	1%
O=C(CSc1nc2ccccc2c(=O)n1Cc1ccco1)c1ccccc1	-2%
COc1ccc(O)c(-c2cc(-c3cccs3)[nH]n2)c1	8%
c1ccc(C2C3=C(Nc4ncnn42)c2ccccc2CCC3)cc1 (configuration not stated)	1%
CCC(=O)Nc1cccc(NC(=O)c2cc3ccccc3o2)c1	4%
CCCCCCNC(=O)C(C#N)c1nc2ccccc2nc1N1CCCC1 (configuration not stated)	7%
CC(C)OCCCNc1ncnc2c1[nH]c1ccccc12	-1%
O=C(Nc1ccccn1)C(NS(=O)(=O)c1cccc2nsnc12)c1ccccc1 (configuration not stated)	3%
CCCOc1ccccc1-c1nc(SCCC(=O)O)n[nH]1	-3%
COc1ncc2nc(-c3ccc(F)cc3)c(=O)n(-c3ccccc3)c2n1	1%
COc1ccc(CNC(=O)COC(=O)c2ccc3c(c2)OCCO3)cc1	-13%
O=C1Nc2ccc(S(=O)(=O)N3CCCCCC3)c3cccc1c23	15%
COc1ccc(CNc2nc3c(c(=O)n(Cc4ccc(Br)cc4)c(=O)n3C)n2C)cc1	-9%
Cc1ccccc1N1C(=O)CC(N2CCC(C(N)=O)CC2)C1=O (configuration not stated)	-4%
CCN1CCN(c2nc3c(c(=O)[nH]c(=O)n3C)n2CCCSc2ncccn2)CC1	-1%
Other compounds follow.
SMILES	AmpC inh det
CCCCSc1nnc(CCCCCNC(=O)OC(C)(C)C)o1	-3%
O=C(Nc1ccc(OC(=O)c2cccs2)cc1)c1ccco1	6%
COc1cccc(C2NC(=O)NC(C)=C2C(=O)Nc2cccc(C)c2C)c1 (configuration not stated)	0%
CCn1c(C(C)NC(=O)Cc2ccccc2)nc2ccccc21 (configuration not stated)	-3%
COCCNC(=O)C(c1cccc(OC)c1)N(C(=O)Cn1nnc2ccccc21)c1cccnc1 (configuration not stated)	19%
COc1ccccc1-c1nnc2sc(COc3ccc(F)cc3)nn12	-3%
Cc1cc(C)n(-c2nc3ccccc3nc2N2CCN(S(=O)(=O)c3ccc(F)c(C)c3)CC2)n1	-2%
O=C(CN1C(=O)NC2(CCc3ccccc32)C1=O)Nc1cc(C(F)(F)F)ccc1N1CCOCC1 (configuration not stated)	0%
O=C(Nc1cnccn1)c1cccnc1	21%
CCOC(=O)COc1ccc2c(c1)c(C(=O)OCC)c(C)n2CC	-4%

Reformatted comma-delimited: five of the compounds above.
canonical_smiles,AmpC inh det
COCCNC(=O)C(c1cccc(OC)c1)N(C(=O)Cn1nnc2ccccc21)c1cccnc1 (configuration not stated),19%
COc1ccccc1-c1nnc2sc(COc3ccc(F)cc3)nn12,-3%
Cc1cc(C)n(-c2nc3ccccc3nc2N2CCN(S(=O)(=O)c3ccc(F)c(C)c3)CC2)n1,-2%
O=C(CN1C(=O)NC2(CCc3ccccc32)C1=O)Nc1cc(C(F)(F)F)ccc1N1CCOCC1 (configuration not stated),0%
O=C(Nc1cnccn1)c1cccnc1,21%

The list goes on:
SMILES	AmpC inh det
Cc1ccc(C2C3=C(CCCC3=O)Nc3[nH]c(=S)[nH]c(=O)c32)cc1 (configuration not stated)	2%
COc1cccc(CNS(=O)(=O)c2cn(C)cn2)c1	-1%
NC(N)=N/N=C\c1ccc(O)c(C(=O)O)c1	-1%[5.75 µM]
Cc1cc(C(=O)Nc2nnc(-c3ccccc3)s2)no1	11%
CCCC(=O)Nc1cccc(-c2nc3ccccc3o2)c1	-5%
Cc1cccc(NC(=O)C2CC(O)CN2C(=O)OCc2ccccc2)c1 (configuration not stated)	-3%
CCCSc1nc2c(c(=O)n(C)c(=O)n2C)n1Cc1ccc(C)cc1	0%
CC(=O)C1=C(O)C(=O)N(c2cc(C(C)(C)C)on2)C1c1ccc(C(C)C)cc1 (configuration not stated)	-5%
Cn1cccc1Cc1nnc(SCC(=O)N2CCc3ccccc32)n1CCc1ccccc1	2%
CCn1c(SCC(=O)C(C)(C)C)nnc1-c1ccccn1	-1%

Four entries from above in a different format:
Molecule: COc1cccc(CNS(=O)(=O)c2cn(C)cn2)c1
  AmpC inh det = -1%
Molecule: NC(N)=N/N=C\c1ccc(O)c(C(=O)O)c1
  AmpC inh det = -1%[5.75 µM]
Molecule: Cc1cc(C(=O)Nc2nnc(-c3ccccc3)s2)no1
  AmpC inh det = 11%
Molecule: CCCC(=O)Nc1cccc(-c2nc3ccccc3o2)c1
  AmpC inh det = -5%

Additional records follow:
SMILES	AmpC inh det
Cn1c(=O)oc2cc(S(=O)(=O)N3CCCC(C(=O)N4CC=C(c5ccccc5)CC4)C3)ccc21 (configuration not stated)	4%
COc1ccc(-c2noc(-c3ccccc3C(=O)Nc3cccnc3)n2)cc1OC	-2%
ClC(Cl)c1ccccc1	10%
c1cncc(CNc2cc(-c3ccc4c(c3)OCO4)ncn2)c1	-3%
CC(=O)N1CC=CC1(CC(C)C)C(=O)NCC1CC1 (configuration not stated)	12%
COc1ccc(S(=O)(=O)N2CCC(O)(c3ccc(Cl)cc3)CC2)cc1	-4%
O=C1Nc2ccccc2C12OCCO2	-4%
CCc1cc(C(=O)OC)c(NC(=O)CCCC(=O)O)s1	-3%
C/C(=N\O)c1ccc(N2C(=O)C3CC=C(Cl)CC3C2=O)cc1 (configuration not stated)	1%
C/C(N)=C(/C#N)C(=O)CN1CCCCC1	0%
O=C(CCCOc1ccccc1)N1CCN(C(=O)c2ccco2)CC1	-4%
OCC1OC(n2nc3ccccc3n2)C(O)C(O)C1O (configuration not stated)	-3%
Cc1cccc2c1nc(-c1ccccc1)n1cnnc21	6%
Cc1cc(-n2c(C)cc(C(=O)COc3ccc4ccc(=O)oc4c3)c2C)no1	-3%
O=c1nc(N2CCCC2)nc(Nc2ccccc2)[nH]1	-4%
Cc1noc(C)c1S(=O)(=O)N1CCC(C(=O)NC2CCCc3ccccc32)CC1 (configuration not stated)	-5%
N#Cc1c(-c2ccccc2)nc(SCc2nc(N)nc(N3CCCCC3)n2)[nH]c1=O	-1%
Cc1cnc(CNc2ncnc3ccc(-c4cccc(NS(C)(=O)=O)c4)cc23)cn1	1%
COc1ccc(-n2c(=O)c(-c3ccc(Cl)cc3)nc3cnc(N4CCNCC4)nc32)cc1	1%
CNCc1ccc(OCc2ccccc2)c(OC)c1	-3%
COCCn1cc(C(=O)c2ccccc2OCC(=O)Nc2cc(C)on2)cc(C#N)c1=O	-8%
CCC(=O)NC1(C(F)(F)F)C(=O)Nc2c1c(=O)n(C)c(=O)n2C (configuration not stated)	-5%
CC1=C(C(=O)OC(C)C)C(c2ccc(N(C)C)cc2)C2=C(CC(C)(C)CC2=O)N1 (configuration not stated)	-4%
Brc1ccccc1OCCCN1CCOCC1	1%
CC1CCc2sc3ncnc(N4CCOCC4)c3c2C1 (configuration not stated)	-4%
C#CCN(C#N)c1nc(NCC)nc(NC(C)C)n1	-5%
Brc1ccccc1-c1nnc(CSc2nncn2-c2ccccc2)o1	-4%
CC(C)c1nnc(NC(=O)Cn2nc(-c3ccc4c(c3)OCCO4)ccc2=O)s1	1%
O=C(O)CCN1CCc2ccccc21	-1%
O=S(=O)(Nc1ccc2c(c1)nc1n2CCOC1)c1ccc(Cl)cc1	11%

Molecules from the list above with a CF3 group (2):
SMILES	AmpC inh det
O=C(CN1C(=O)NC2(CCc3ccccc32)C1=O)Nc1cc(C(F)(F)F)ccc1N1CCOCC1 (configuration not stated)	0%
CCC(=O)NC1(C(F)(F)F)C(=O)Nc2c1c(=O)n(C)c(=O)n2C (configuration not stated)	-5%

Look-ups from the entries so far.
Entry for `O=S(=O)(Nc1ccc2c(c1)nc1n2CCOC1)c1ccc(Cl)cc1` in AmpC inh det: 11%
Entry for `CC1CCc2sc3ncnc(N4CCOCC4)c3c2C1` (configuration not stated) in AmpC inh det: -4%

(list continues)
SMILES	AmpC inh det
COC(=O)C1=C(C)N(c2cccc3ccccc23)C(=O)C1	-4%
CN1CCN(c2ncc3ncc(=O)n(C)c3n2)CC1	-1%
COc1ccc(NC(=O)C(C)NS(=O)(=O)c2ccccc2)cc1Cl (configuration not stated)	-2%
Cc1ccc(O)c(C(=O)c2cc(C#N)c(=O)n(CC3CCCO3)c2)c1 (configuration not stated)	-3%
S=c1[nH]nc(-c2ccccc2)n1CC1CCCO1 (configuration not stated)	-3%
Cc1ccc(S(=O)(=O)c2nc(S(C)(=O)=O)sc2N(C)C)cc1	-4%
CN(C)c1nc(SCCOC(=O)c2ccccc2)nc(N(C)C)n1	10%
O=C(c1ccco1)N1CCN(C(=O)c2cc3c(s2)-c2ccccc2OC3)CC1	11%
CCN(CC)CCCNc1nc2ccccc2[nH]1	1%
O=C(CSc1nnnn1-c1ccc2c(c1)OCCO2)c1cccc2c1OCCO2	9%
COC(=O)CSc1nnc(CNC(=O)c2ccco2)n1-c1ccc(F)cc1	-3%
CC(=O)c1c(C)[nH]c(C(=O)OCc2nnc(-c3ccccc3)o2)c1C	-4%
O=C(O)c1ccccc1-c1c2cc(Br)c(=O)cc-2oc2[c]([Hg])c(O)c(Br)cc12	-3%[12.8 µM]
CCOC(=O)c1ccc(NC(=O)c2nccnc2C(=O)O)cc1	9%
NC(=O)Cn1c(=O)n(CCCC(=O)NC2CCN(Cc3ccccc3)CC2)c(=O)c2ccccc21	-2%
COCCOC(=O)c1[nH]c2c(c1C)C(=O)CC(c1ccccc1)C2 (configuration not stated)	1%
O=C1CCC(=O)N1CNc1ccc(Oc2ccccc2)cc1	-5%
CCOC(=O)Nc1ccc(Oc2ccccc2)cc1	-3%
CCN1C(=O)c2n[nH]c(C(=O)OC)c2C1=O	3%
Cc1cc(C(=O)O)ccc1[C@H](N)C(=O)O	1%
CCCCNc1nc2ccccc2nc1NS(=O)(=O)c1cccs1	6%
CCCc1ccc(OCc2nc(-c3ccc(NC(=O)c4ccco4)cc3)no2)cc1	-6%
CCc1nnc(NC(=O)CSc2nnc(-c3ccc(O)cc3)n2-c2ccccc2)s1	4%
CCN(CC)C(=O)N1CCN(C(=O)c2ccc(C)cn2)CC1	-1%
CC1Oc2ccccc2N(CC(=O)Nc2ccc3c(c2)OCCO3)C1=O (configuration not stated)	7%
COc1ccc(OC)c(NC(=O)c2ccc(S(=O)(=O)N3CCN(C)CC3)cc2)c1	-1%
Cc1c(OCC(=O)OC(C)C)ccc2c3c(c(=O)oc12)CCC3	-7%
COc1ccc2cc(C(=O)CCC(=O)O)ccc2c1	-6%[5.75 µM]
CCOC(=O)c1ccccc1NC(=O)c1ccc(N(C)S(C)(=O)=O)cc1	-3%
Cc1ncc(CNC(=O)N(CCCl)N=O)c(N)n1	0%
CCc1c(C)sc(NC(=O)OC)c1C(=O)N1CCCCC1	-1%
CCOC(=O)c1c(CN2CCCCC2C)oc2ccc(OC)cc12 (configuration not stated)	-1%
C=CCn1c(=O)c2c3c(sc2n2c(Nc4ccc(OC)cc4)nnc12)CCCC3	-6%
Cc1ccnc(N2C(=O)OC(C)(C)C2(C)O)c1 (configuration not stated)	0%
O=C(CCn1c(=O)sc2ccccc21)NCc1ccco1	-1%
CC1(C)S[C@@H]2[C@H](C(=O)O)N=C(Cc3ccccc3)N2[C@H]1C(=O)O	-2%[5.75 µM]

An excerpt; the hit share may differ from the screen's.
